Screening data deposited in PubChem by National Center for Advancing Translational Sciences (NCATS).
AmpC detergent – AmpC beta-lactamase inhibition with detergent present. AmpC hydrolysis of nitrocefin, absorbance 480 nm, 0.01% Triton. Potency, µM (top dose mostly 114 µM), for inactives: at the top dose activity change, negative = inhibition, usual class: inhibitors. P00811. actives 0.041% (n = 370,000);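 further: potency means the concentration at half of the fitted maximal effect; 0% = no-compound wells and -100% = no-enzyme wells; nearly all actives have a fitted effect of over 25% in size; some results filed as inactive show a strong effect at the top dose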
Target sequence (P00811 whole entry, looked up): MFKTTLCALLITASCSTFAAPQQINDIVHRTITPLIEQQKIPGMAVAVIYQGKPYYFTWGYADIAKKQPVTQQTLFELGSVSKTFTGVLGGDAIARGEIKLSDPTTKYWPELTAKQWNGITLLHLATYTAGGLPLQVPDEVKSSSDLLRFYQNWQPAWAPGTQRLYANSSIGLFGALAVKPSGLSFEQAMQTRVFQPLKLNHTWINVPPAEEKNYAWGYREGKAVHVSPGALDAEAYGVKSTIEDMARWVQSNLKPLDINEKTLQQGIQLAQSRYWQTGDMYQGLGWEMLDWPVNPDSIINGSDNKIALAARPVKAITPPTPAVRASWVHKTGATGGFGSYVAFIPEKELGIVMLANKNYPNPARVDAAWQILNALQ
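20 mM phosphate pH 7.0 + 0.01% (detergent screen) or 0.0001% Triton X-100; 5.3 nM AmpC reagent; cpd preinc 15 min RT; nitrocefin (800 uM stock) to start; A480 q20 s × 4 min; Activity was normalised to no-enzyme and no-compound control wells.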
Sm TGR block – blocks Schistosoma mansoni thioredoxin glutathione reductase; purified TGR, DTNB reduction, TNB absorbance 405 nm; Potency, µM (series often up to 114 µM), without a hit: at the top dose activity change, negative = inhibition, usual class: inhibitors; actives 3% (n = 360,000); AID 485364; further: potency means the concentration at half of the fitted maximal effect; nearly all actives have a fitted effect of over 60% in size
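First, TGR (20 nM dispensed) and NADPH were mixed with compound. Second, a 15 min room-temperature incubation followed. Third, further NADPH and then DTNB were added to start the reaction. Finally, TNB absorbance was monitored kinetically.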
HCMV antiviral – inhibitors of human cytomegalovirus | actives 4.5% (n = 410,000) | activity change, negative = inhibition, % at 57.5 µM | HFF cells, HCMV-luciferase reporter, 72 h; active compounds read low | AID 1259415; in the data active means activity change below about -60%; inconclusive means no clear call, values can overlap the other calls; inactive means above about -39%
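Luciferase read-out from HCMV-luciferase-infected HFFs (MOI 1 PFU/cell) 72 h post infection at 37C; compounds added after 16 h cell attachment; activity normalized between buffer-only basal and Salinomycin (10uM) inhibitor controls.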
FBPA Giardia inh – blocks Giardia fructose-bisphosphate aldolase activity. Potency, µM (highest dose often 59.6 µM), without a hit: at the top dose activity, negative = inhibition, usual class: inhibitors. actives 0.71% (n = 290,000). A8B2U2. AID 2451. purified Giardia FBPA; further: potency means the concentration at half of the fitted maximal effect; nearly all actives have a fitted effect of over 55% in size
Target sequence (A8B2U2 whole entry, looked up): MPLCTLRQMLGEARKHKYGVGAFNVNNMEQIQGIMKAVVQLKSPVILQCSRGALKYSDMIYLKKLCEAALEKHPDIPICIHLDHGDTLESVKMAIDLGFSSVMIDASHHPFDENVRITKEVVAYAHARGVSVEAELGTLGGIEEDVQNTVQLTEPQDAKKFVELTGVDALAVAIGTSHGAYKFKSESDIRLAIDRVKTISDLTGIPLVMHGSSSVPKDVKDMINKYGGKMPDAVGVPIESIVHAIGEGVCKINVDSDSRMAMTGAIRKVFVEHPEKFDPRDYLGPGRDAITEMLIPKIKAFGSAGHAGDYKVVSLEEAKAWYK
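Giardia FBPA (40 nM reagent) was preincubated 10 min at RT with compound (up to 57.5 uM final), then substrate plus GAPDH/TPI/NAD/arsenate coupling system with diaphorase/resazurin was added; resorufin fluorescence (525/598 nm) was read after 20 min.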
HCV inh – blocks hepatitis C virus; Huh7.5.1 HCVcc-Cre infection, luciferase reporter, 44 h; Potency, µM (series often up to 41.8 µM), without a hit: at the highest dose activity change, negative = inhibition, most hits filed as inhibitors; actives 3.4% (n = 340,000); AID 651820; further: potency means the concentration at half of the fitted maximal effect
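A cell-based infection assay in which seeded cells (1,000 per well) receive test compound after 4 h, are inoculated with HCVcc-Cre at approximately 0.5 moi, and are incubated 44 h before luminescence detection.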
AMA1 RON2 block – disrupts binding of P. falciparum AMA1 to RON2 | AlphaScreen AMA1-biotinylated RON2 peptide binding | Potency, µM (titrated, usually from 58.2 µM), inactives show at the highest dose activity change, negative = inhibition, actives largely listed as inhibitors | actives 0.2% (n = 360,000);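 further: potency means the concentration at half of the fitted maximal effect; 0% = vehicle wells and -100% = peptide control; nearly all actives have a fitted effect of over 45% in size; some results filed as inactive show a strong effect at the top dose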
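AMA1 (3D7) with his tag at 25 nM final met compounds first, then biotinylated RON2 peptide at 25 nM; detection used donor plus acceptor beads, 10 µg/mL apiece, read by AlphaScreen after 30 min at room temperature.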
* marks the source's active call; other numbers are inactive results; ? = inconclusive; · = no result given; [ ] = another dose, or the depositor's remark. Unless noted, the call rests on the fitted dose curve; in most records, active means well fitted curve in the direction sought with a large enough effect; inconclusive means small, poorly fitted or top-dose-only effect, or another doubt; inactive means no such curve, though single readings can be large; an effect the other way counts as inactive or inconclusive. Unless noted, on the % scale 0 is the no-effect control and ±100 the full control effect.

SMILES | AmpC detergent | Sm TGR block | HCMV antiviral | FBPA Giardia inh | HCV inh | AMA1 RON2 block
COC(=O)N/N=C/c1cc(Cl)c(OCc2ccc(F)cc2)c(OC)c1 | -6% | 8% | 1 | 1% | ? | -1%
O=C(c1ccco1)N1CCCC(c2nc3c(nnn3Cc3ccc(Cl)cc3Cl)c(=O)[nH]2)C1 (stereo unspecified) | ? | -7% | 6 | 1% | 5% | -4%
COc1ccc(CCNc2ncnc3c2nnn3Cc2ccccc2)cc1 | -8% | 3% | -95* | 16% | -9% | 16%
COCCNC(=O)/C(C#N)=C/C=C/c1ccccc1 | -8% | ? | -1 | 1% | -3% | -1%
C[C@]12CC(=CO)C(=O)C[C@@H]1CC[C@@H]1[C@@H]2CC[C@@]2(C)[C@H]1CC[C@]2(C)O | 50µM* | ? | · | -22% | · | ·
CCOc1ccc(CCNC(=O)C2CCN(c3nnc(-n4cccc4)s3)CC2)cc1 | ? | 0% | -1 | -2% | -11% | 0%
COc1cc2c(C(=O)N3CCN(c4ccccc4F)CC3)cn(C)c(=O)c2cc1OC | -13% | 11% | -27 | 0% | -4% | -12%
O=C(c1ccc(N2CCN(C(=O)c3ccccc3)CC2)cc1)c1cccc(F)c1 | ? | 7% | -32 | 12% | ? | -4%
COc1cc(C(=O)OCCN2CCOCC2)cc(OC)c1OC | -4% | 2% | 48 | 0% | 15% | -9%
CN1CCN(C(c2ccc(C(F)(F)F)cc2)c2cc(Cl)c3cccnc3c2O)CC1 (stereo unspecified) | -7% | 0.63µM* | ? | 19% | · | ·
Oc1c(C(c2cccs2)N2CCN(c3cccc(Cl)c3)CC2)sc2ncnn12 (stereo unspecified) | ? | -17% | -25 | 0% | ? | 85%[activator]
O=C(Nc1ccccc1N1CCCCC1)c1ccc(OC(F)F)cc1 | 4% | -6% | -2 | · | -19% | 14%
O=C(COc1ncnc2sccc12)N1CCN(c2ccccc2)CC1 | 5% | -19% | -19 | -3% | 6% | 10%
CC(=O)c1cnn(-c2cc(Oc3cccc(C)c3)ncn2)c1C | 1% | 0% | -19 | 4% | -3% | 21%
CCOc1ccc(C(=O)Nc2nnc(S(=O)(=O)N(C)Cc3ccco3)s2)cc1 | ? | ? | 30 | 6% | 15% | 13%
Cc1ccc(CNC(=O)c2ccccc2NS(=O)(=O)c2ccc(Cl)nc2)cc1 | 1% | -9% | -37 | 1% | · | 10%
O=C(CSc1ncccn1)c1ccccc1Br | ? | -2% | -3 | -26% | -7% | 2%
O=C1CNC(=S)N1CCc1ccccc1Cl | 2% | -8% | -23 | 0% | 17% | 85%[activator]
O=C(O)c1nnn(-c2cccc(C(F)(F)F)c2)c1-c1ccccc1 | -8% | 2% | 2 | 11% | 14% | -8%
O=[N+]([O-])c1ccc(N2CCN(c3ccc(F)cc3)CC2)cn1 | ? | -6% | -16 | 12% | 4% | -7%
C=CC[C@H](CC(=O)NCCO)C(=O)N[C@H](COC(=O)[C@@H](CC=C)Cc1ccc(F)cc1)c1ccccc1 | · | · | -12 | · | 9% | -3%
Oc1c(Br)cc(C2N=C(c3ccccc3Cl)NO2)cc1Br (stereo unspecified) | -2% | ? | 51 | 7% | 15% | -4%
COc1ccc([C@@H]2[C@@H]3C(=O)N(C(C)(C)C)C(=O)[C@@H]3[C@]3(Cc4ccc(Cl)cc4)C(=O)N(c4cccc(Br)c4)C(=O)N23)cc1 | ? | -13% | -26 | -12% | 10% | -4%
CCS(=O)(=O)N1Cc2ccccc2CC1C(=O)Nc1nc2ccc(F)cc2s1 (stereo unspecified) | ? | 0% | 59 | -2% | 8% | 31%
O=C1CCCN1CCCNS(=O)(=O)c1ccc(Br)s1 | -4% | -5% | 3 | 4% | 18% | 2%

(listing goes on)
SMILES | AmpC detergent | Sm TGR block | HCMV antiviral | FBPA Giardia inh | HCV inh | AMA1 RON2 block
COCCNc1nnc(SCC(=O)N(C)c2c(N)n(Cc3ccccc3)c(=O)[nH]c2=O)s1 | -10% | 5% | -7 | · | 25% | -1%
O=C(COC(=O)/C=C/c1ccc(F)cc1)Nc1ccccc1-c1ccccc1 | -14% | -2% | -21 | 6% | 10% | -7%
Cc1ccc(NC(=O)Nc2ccc3oc(C)nc3c2)cc1 | 3% | -6% | 17 | -1% | ? | -13%
O=C1NC(c2ccc(-c3ccccc3[N+](=O)[O-])o2)C(C(=O)c2ccc(F)cc2)C(O)(C(F)(F)F)N1 (stereo unspecified) | -3% | -18% | ? | -28% | -10% | 0%
Cc1ccc(NC(=O)COC(=O)CCNS(=O)(=O)c2ccc(C)c(C)c2)cc1 | -1% | -2% | 8 | 5% | 2% | 8%[2.32 µM]
COCCNC(=O)C1CCC(Cn2c(=S)[nH]c3ccccc3c2=O)CC1 (stereo unspecified) | 3% | 3% | 2 | -9% | -24% | 50%[activator]
Cc1ccc(C(=O)c2c(NC(=O)CSc3nnc(N)s3)sc3c2CCCC3)cc1 | -5% | -5% | ? | -16% | ? | 24%
COC1=C(Nc2ccc(C)cc2)C(=O)c2ccccc2C1=O | -3% | -9% | 35 | ? | ? | 10µM*
Cc1c(C(=O)NCc2ccccc2Cl)oc2c1C(=O)CCC2 | -1% | 0% | · | -7% | · | ·
c1ccc(-c2ccccc2-n2cnnn2)cc1 | -10% | 0% | ? | -3% | 10% | -2%
COc1cccc(NC(=O)CSCc2cc(=O)n3nc(C4CC4)sc3n2)c1 | -2% | 1% | 1 | · | 11% | -10%
O=C(Cc1c(F)cccc1Cl)N/N=C/c1cccs1 | ? | 3% | -75* | -25% | 5%[8.37 µM] | -1%
O=C(CSc1nnnn1-c1cccnc1)Nc1ccccc1F | 2% | 0% | 15 | 9% | 12% | -6%
COc1ccc(NC(=O)CSc2nnnn2-c2ccc(F)cc2)cc1 | ? | 9% | -3 | 5% | -2% | -5%
Cc1c(NC(=O)CN2C(=O)NC(C)(c3ccc(OC(F)F)cc3)C2=O)c(=O)n(-c2ccccc2)n1C (stereo unspecified) | -13% | -14% | 3 | · | 31%[activator] | 7%
CCOC(=O)/C(C(N)=NCc1ccco1)=C(/O)c1ccccc1 | 1% | -10% | -20 | -12% | ? | 8%
CC(=O)NC(c1ccc(Cl)cc1)c1c(O)ccc2ccc(O)cc12 (stereo unspecified) | 5% | · | -4 | -15% | -7% | -14%
CCn1c(=O)c(C(=O)NNC(=O)c2ccccc2Cl)c(O)c2ccccc21 | 18% | 9% | ? | 11% | 14µM* | 116%[activator]
CCOc1ccc(S(=O)(=O)n2cc(F)c(=O)[nH]c2=O)cc1 | -6% | · | 2 | 23% | 21% | 0%
CCOC(=O)c1ccc(CN2Cc3ccccc3C2=O)cc1 | -13% | 59%[activator] | 15 | 13% | ? | 1%
C[n+]1ccccc1/C=C/c1ccccc1Cl | ? | 22µM* | -79* | ? | ? | 7%
Cn1c(CNc2ccccc2)cc(=O)n(C)c1=O | -11% | -29% | -9 | -1% | 17% | -6%
COc1ccc(-c2nnn(CC(=O)N(CC(=O)NC3CCCC3)c3cccc(C)c3)n2)cc1OC | -2% | -29% | 34 | 0% | ? | 16%
CCOC(=O)c1cc(C)sc1/N=C/C1C(=O)NC(=S)NC1=O | 0% | 4.5µM* | 44 | ? | 6% | -23%
O=C(O)C1CC(c2ccccc2)=Nc2ccccc2S1 (stereo unspecified) | 3% | -2% | 25 | -18% | 4% | -11%

(continued)
SMILES | AmpC detergent | Sm TGR block | HCMV antiviral | FBPA Giardia inh | HCV inh | AMA1 RON2 block
O=C(NC(=S)Nc1nc(-c2ccc(Cl)cc2)cs1)c1cccs1 | ? | -1% | -29 | -23% | 5% | -15%
O=C1N(Cc2cccnc2)C[C@@H]2C[C@@H](c3cccc(OC4CCCC4)c3)N3CCC[C@@]123 | -5% | -18%[57.1 µM] | ? | -5% | 13µM* | -2%
O=C(NCc1ccco1)c1cnn2cccnc12 | -7% | · | -21 | 2% | 5% | 12%
Nn1c(SCC(=O)Nc2cc(S(=O)(=O)N3CCOCC3)ccc2Cl)nnc1-c1cccnc1 | -9% | -3% | -27 | 1% | -3% | 3%
COc1ccc2oc(C(=O)OCC(=O)N(C)c3ccccc3)c(C)c2c1 | -14% | -1% | -16 | · | ? | 4%
CC(=O)N1CCc2cc(Br)cc(S(=O)(=O)CCC(=O)Nc3c(C)n(C)n(-c4ccccc4)c3=O)c21 | 1% | -20% | 74 | 14% | 3% | 23%
CCCOc1ccc(C(=O)N(CC(C)C)c2c(N)n(Cc3ccccc3)c(=O)[nH]c2=O)cc1 | -9% | 0% | -36 | · | 5% | -13%
COc1cc(C2CC(=O)Oc3ccc(C(C)(C)C)cc32)cc(OC)c1OC (stereo unspecified) | · | · | -4 | -18%[89.2 µM] | 34%[activator] | -7%
Cc1nn(-c2ccccc2)c2sc(C(=O)OCC(=O)N3CCCCC3)cc12 | ? | 3% | -13 | 1% | -3% | -4%
C[C@@H]1C=C(C(=O)N2CCN(Cc3ccc4c(c3)OCO4)CC2)O[C@H](OCCCCO)C1 | 6% | -13% | -8 | -2% | -13%[8.37 µM] | 10%
Cc1ccc(S(=O)(=O)NNC(=O)Nc2ccc(C)c(C)c2)c(C)c1 | 1% | -4% | -18 | · | -15% | -5%
O=C(c1ccc2c(c1)OCO2)C1CCCN(Cc2c(F)cccc2Cl)C1 (stereo unspecified) | 2% | 6% | -30 | · | -23% | -2%
COc1ccc(/C=C(/NC(=O)c2ccccc2)C(=O)NCc2ccncc2)cc1 | 1% | 3% | -31 | -7% | 7% | 11%
CC[C@]12c3[nH]c4ccc(OC)cc4c3CCN1C(=O)C(CC(=O)NCCCN(C)C)C[C@@H]2C(=O)N1CCN(C(=O)C2CC2)CC1 (stereo partly specified) | · | · | -6 | · | -5% | 9%
CCS(=O)(=O)N1Cc2ccccc2CC1C(=O)NCCc1c[nH]c2ccccc12 (stereo unspecified) | -4% | -23% | 9 | 6% | 7% | 13%
Cc1cc(C)c(NC(=O)Cn2c(=O)n(CC(=O)NCCc3ccccc3)c(=O)c3ccccc32)c(C)c1 | 12% | -2% | 2 | · | · | ·
c1ccc(-n2ncc3c2ncn2nnnc32)cc1 | -14% | 11%[11.4 µM] | 42 | -12% | 17% | 14%
O=C(COc1ccccc1)Nc1cc(NC(=O)COc2ccccc2)cc(C(=O)O)c1 | 1% | 8% | -8 | 3% | 15% | -5%

Reprinted at random: 6 records from the list, in no set order.
SMILES | AmpC detergent | Sm TGR block | HCMV antiviral | FBPA Giardia inh | HCV inh | AMA1 RON2 block
Cn1c(CNc2ccccc2)cc(=O)n(C)c1=O | -11% | -29% | -9 | -1% | 17% | -6%
Cc1ccc(CNC(=O)c2ccccc2NS(=O)(=O)c2ccc(Cl)nc2)cc1 | 1% | -9% | -37 | 1% | · | 10%
CCOC(=O)/C(C(N)=NCc1ccco1)=C(/O)c1ccccc1 | 1% | -10% | -20 | -12% | ? | 8%
C[n+]1ccccc1/C=C/c1ccccc1Cl | ? | 22µM* | -79* | ? | ? | 7%
O=C(c1ccco1)N1CCCC(c2nc3c(nnn3Cc3ccc(Cl)cc3Cl)c(=O)[nH]2)C1 (stereo unspecified) | ? | -7% | 6 | 1% | 5% | -4%
COc1ccc2oc(C(=O)OCC(=O)N(C)c3ccccc3)c(C)c2c1 | -14% | -1% | -16 | · | ? | 4%

Random draw from the library (roughly 9.3% active in at least one column).
